# Source: PubChem
# All columns: NCI-60 one-dose screen, growth in % after 48 h at 10 µM unless noted; 100 = growth as untreated, 0 = no growth, -100 = all killed.
# UO-31: UO-31 renal cancer. 5.2% of 81,000 active
# U251: U251 CNS tumor cells | 5.4% of 80,000 active | AID 1794753
# CAKI-1: CAKI-1 renal cancer; 4.7% of 75,000 active
# SF-295: SF-295 CNS cancer cells | 5.6% of 79,000 active
# TK-10: TK-10 renal cancer cells; 3.9% of 81,000 active
# 786-0: 786-0 renal cancer cells | AID 1794775 | 5.1% of 81,000 active
# SF-268: SF-268 CNS cancer cells; 3.1% of 82,000 active; AID 1794759
# SN12C: SN12C renal cancer cells; 3.8% of 81,000 active; AID 1794767
# An asterisk follows results filed as active; x = not tested or not shown; & = joins results of further samples; ! = not active in a repeat. The calls were made as follows: active = growth percent below 10; inactive = the rest.
SMILES,UO-31,U251,CAKI-1,SF-295,TK-10,786-0,SF-268,SN12C
COC(=O)CC(C)Cc1ccc(OC)c(OC)c1 (stereo not given),74,94,89,104,102,103,107,100
COC(=O)Cc1cc(COC(C)=O)ccc1C,81,109,116,121,88,100,113,114
ClC/C=C/c1ccccc1,84,105,127,129,119,106,97,110
Cc1noc(C)c1CSc1nc2ccccc2n1C,60,110,69,102,64,94,85,88
O=Nc1c(O)ccc2cc(S(=O)(=O)O)ccc12,60,105,97,108,91,96,104,91
C/C=C(\Br)C(=O)O,106,112,101,104,103,101,112,102
COc1ccc(-c2cc(=O)c3ccc4ccccc4c3o2)cc1,84,119,99,122,100,102,109,91
C=C[C@]1(C)C=C2CC[C@@H]3[C@](C)(CCC[C@@]3(C)C(=O)O)[C@H]2CC1,x,119,96,120,104,x,100,97
O=C(Cn1cc(CN2C(=O)c3ccccc3S2(=O)=O)nn1)Nc1ccccc1F,88,x,94,106,99,106,99,103
COc1ccc(C(=O)CSc2nnc(-c3ccncc3)n2-c2ccccc2)cc1,70,96,97,90,88,91,95,80
O=C(O)c1ccc(-n2cc(CNc3ccc(F)c(F)c3)c(-c3ccc(F)cc3)n2)cc1,81,104,92,98,130,102,108,96
C#CC1(OCC(O)CO)CCCCC1 (stereo not given),95,115,99,104,111,108,108,97
Nc1ccc(F)c(F)c1,87,103,77,106,x,101,103,99
CC1CCN(S(=O)(=O)c2ccc(S(=O)(=O)N3CCCC(c4nc5c(nnn5Cc5cccc(Cl)c5)c(=O)[nH]4)C3)cc2)CC1 (stereo not given),43,45,22,64,72,64,52,47
C=CC/C=C(\C#N)CC=C,92,100,90,110,103,105,118,105
O=C(O)c1ccc(Br)c([N+](=O)[O-])c1,98,104,96,111,106,106,102,97
COc1ccc(-c2csc(NC(=O)N3CCN(c4cc5c(cc4F)c(=O)c(C(=O)O)cn5C4CC4)CC3)n2)cc1,1.9*,6.5*,29,-4.6*,25,21,20,5.9*
O=CN1N=C(c2ccc3c(c2)OCO3)CC1c1cn(-c2ccccc2)nc1-c1ccc(Cl)cc1 (stereo not given),68,65,77,59,53,29,85,85
O=C(Nc1ccc(Br)cc1)Nc1ccccc1Cl,59,92,55,x,125,83,94,85
Cc1cc(C(F)(F)F)nc(NNc2nc(C)cc(C(F)(F)F)n2)n1,90,100,108,x,105,102,102,99

# Look-ups from the results shown.
# Entry of O=C(Nc1ccc(Br)cc1)Nc1ccccc1Cl in CAKI-1: 55
# Entry of O=C(O)c1ccc(Br)c([N+](=O)[O-])c1 in SF-268: 102

# Other records.
SMILES,UO-31,U251,CAKI-1,SF-295,TK-10,786-0,SF-268,SN12C
CCN(CC)CCNc1ncnc2c1[nH]c1ccc(Br)cc12,88,89,98,108,92,90,88,98
O=C1NC(Cc2c[nH]c3ccccc23)C(=O)N1Cc1ccc(Cl)cc1 (stereo not given),76,94,87,82,135,110,106,100
COc1ccc(Cn2cc(Cn3cc(C=C4C(=O)NC(=S)NC4=O)c4ccccc43)nn2)cc1,63,95,75,88,119,112,86,88
NC1(CO)COC(c2ccccc2)OC1 (stereo not given),88,98,103,113,97,106,110,104
Cc1cc2c3c(c1)c(=O)cc(-c1ccccc1)n3C(C)C2 (stereo not given),102,105,98,111,105,103,103,103
Cc1c(C(=O)C(SC(=S)N2CCCCC2)SC(=S)N2CCCCC2)nnn1-c1ccc([N+](=O)[O-])cc1,85,99,99,106,100,105,109,96
Nc1nc(SCc2ccccc2)cc(C(=O)O)n1,82,106,85,98,96,97,94,110
CCCCCCCCCC(=O)OC1CC(C)=C2C(=O)C=C(C)[C@@H]2[C@H]2OC(=O)[C@H](C)[C@H]12 (stereo not given in full),94,101,99,98,102,99,102,100
O=S(=O)(Nc1ccc2[nH]ccc2c1)c1ccc(Cl)c(Cl)c1,82,96,83,97,91,85,96,100
NS(=O)(=O)c1ccc(-n2ncc3c(=S)nc[nH]c32)cc1,89,99,47,64,116,99,122,105

# Complete entries, quoted from the list.
# `Nc1nc(SCc2ccccc2)cc(C(=O)O)n1` in the list: UO-31: 82; U251: 106; CAKI-1: 85; SF-295: 98; TK-10: 96; 786-0: 97; SF-268: 94; SN12C: 110
# `NS(=O)(=O)c1ccc(-n2ncc3c(=S)nc[nH]c32)cc1` in the list: UO-31: 89; U251: 99; CAKI-1: 47; SF-295: 64; TK-10: 116; 786-0: 99; SF-268: 122; SN12C: 105

# More results.
SMILES,UO-31,U251,CAKI-1,SF-295,TK-10,786-0,SF-268,SN12C
N#Cc1c(N)n2c(nc1=Nc1ccc(Cl)cc1)sc1cc(Cl)c(Cl)cc12,68,98,88,103,122,95,112,99
N/N=C(\Cc1ccccc1)NN=C(N)N,72,x,101,113,121,119,96,96
CCOC(=O)c1ccc(-n2c(C)nc3ncccc3c2=O)cc1,89,81,98,93,88,89,95,95
CC(C)NC(=O)c1c2c(n3ccccc13)C(=O)c1ccccc1C2=O,89,99,82,101,87,93,93,101
CCc1oc2ccccc2c1C(=O)c1ccc(O)cc1,83,96,70,105,107,98,104,96
CN1CCN(c2ccc(/C=N/NC(=O)CSc3nc4ccccc4c(=O)n3-c3ccccc3)cc2)CC1,79,96,86,107,101,96,96,107
NC(=S)N=Nc1c(O)cc(O)c2[nH]c(=O)ccc12,76,104,106,105,105,102,105,91
Cc1ccc(S(=O)(=O)n2cc(-c3csc(-c4cn(C)c5ncccc45)n3)c3ccccc32)cc1,57,52,48,42,91,78,74,78
NS(=O)(=O)c1ccccc1NCCC(=O)c1ccccc1,81,102,100,106,107,100,106,111
Cc1ccccc1NC(=O)C(=O)C(C1OC(=O)c2ccccc21)[N+](=O)[O-] (stereo not given),77,x,100,114,109,110,101,101
NC(=O)c1cc(I)ccc1NC(=O)COc1ccc(Cl)cc1Cl,83,90,89,90,x,90,98,103
CCOC(=O)c1cc(C(=O)c2ccc(OC)c(OC)c2)n2c1ccc1ccc3cccnc3c12,44,25,x,12,70,33,52,62
CC1(C)COC(c2cc3c(cc2Br)OCO3)OC1,55,99,96,103,99,107,100,98
CC(=O)OCC(C)O (stereo not given),87,94,93,103,106,98,103,105
N#Cc1c(-c2cccs2)cc(-c2ccc(Br)s2)[nH]c1=O,80,103,90,99,120,102,101,101
O=C(COc1ccccc1)c1ccccc1,102,102,112,99,115,105,101,105
COC(=O)C(CCC(C(=O)OC)N1C(=O)c2ccccc2C1=O)N1C(=O)c2ccccc2C1=O (stereo not given),75,96,111,112,116,105,98,113
C/C(=N\NC(=O)CSc1nc(-c2cnccn2)cc(-c2cccs2)c1C#N)c1ccccc1,96,82,90,91,111,96,88,101
COc1ccc(-c2nc3ccccn3c2/C=C2/C(=O)Nc3ccccc32)cc1,67,93,87,101,154,104,110,98
Cc1ccc([C@@H]2C[C@H](O)Cc3cc(F)ccc3N2)o1,95,106,100,101,125,111,121,92
O=[N+]([O-])c1ccc(S(=O)Cc2ccccc2)c([N+](=O)[O-])c1 (stereo not given),-40*,91&94,-15*!,96&96,-27*!,51&84,89&87,87&62
NC(N)=NNC(=O)c1ccccc1,100,98,93,92,116,104,103,102
CN1CCN(c2ncccc2CNC(=O)[C@@H]2CCCN3CCCC[C@H]23)CC1,90,104,94,104,112,95,110,101
CCN(CC)CC(O)c1cc(-c2ccc(Cl)cc2)nc2cc(Cl)ccc12 (stereo not given),35,8.6*,-17*,32,21,46,42,30
CC1(C)CC(=O)C2=C(C1)Oc1nc(N)c(C#N)c(N)c1C2c1ccc(F)cc1 (stereo not given),181,107,92,110,73,94,117,107
Cc1ccc(C2=Nc3c(N)nc(N)nc3NC(c3cccc(Nc4ccnc5cc(C(F)(F)F)ccc45)c3)C2)cc1 (stereo not given),40,13,29,16,66,21,30,39
NC(=S)Nc1cccc(C(F)(F)F)c1,61,73,79,66,99,91,86,83
CC(N)(CCC(=O)O)C(=O)O (stereo not given),81,x,109,x,109,100,99,102
N#Cc1c(-c2cccs2)cc(-c2cnccn2)nc1SCC(=O)N/N=C/c1ccc(Cl)cc1,93,100,91,99,130,94,102,104
CCOC(CN1CCOCC1)OCC,90,94,110,102,92,105,108,99

# Part of the list above, with two lines to a compound:
# Each structure is followed by: UO-31 | U251 | CAKI-1 | SF-295 | TK-10 | 786-0 | SF-268 | SN12C
N#Cc1c(-c2cccs2)cc(-c2cnccn2)nc1SCC(=O)N/N=C/c1ccc(Cl)cc1
  93 | 100 | 91 | 99 | 130 | 94 | 102 | 104
CCOC(CN1CCOCC1)OCC
  90 | 94 | 110 | 102 | 92 | 105 | 108 | 99

# Remaining list, next part:
SMILES,UO-31,U251,CAKI-1,SF-295,TK-10,786-0,SF-268,SN12C
CN(C)CCS(=O)(=O)Nc1cc(-c2ccc3ncnc(Nc4ccc(F)c(Cl)c4)c3c2)cnc1Cl,-61*,-41*,-31*,10,x,13,-21*,23
Cc1ccc(C(=O)Nc2ccc(-n3c(C)nc4c(cnn4-c4ccccc4)c3=O)cc2)cc1,x,90,72,51,82,86,96,73
Cc1cc(C)c2nc(Nc3ccc4c(C)cc(=O)oc4c3)sc2c1,88,107,x,102,x,99,102,99
O=c1nc(N2CCOCC2)oc2c(-c3cccc4c3oc3ccccc34)cccc12,60,92,x,100,x,78,91,95
Cc1ccc(S(=O)(=O)n2cc(C(=O)C(=O)N3CCOCC3)c3ccccc32)cc1,60,94,80,94,95,92,97,88
O=C(NCCN1CCN(C(=O)Nc2ccccc2Cl)CC1)Nc1ccccc1Cl,84,101,91,101,106,102,111,85
CCOC(=O)c1c(Cl)c(Cl)c(Cl)c(Cl)c1C(=O)O,60,115,104,107,95,107,112,102
Cc1ccc(NC(=O)c2ccc(-n3c(=O)[nH]c4ccccc4c3=O)cc2)cc1,-17*,92,88,92,96,37,84,69
CC1(C)CC[C@]23CC[C@]4(C)[C@H](CC[C@@H]5[C@@]6(C)C/C(=C/c7ccco7)C(=O)C(C)(C)[C@@H]6CC[C@]54C)[C@H]2[C@H]1OC3=O,95,97,90,102,106,104,99,97
Cc1nn(C(=O)c2ccccc2)c2c1nnc1ncccc12,85,96,89,102,95,101,100,103
COc1nc2ccc(C)cc2cc1Cc1cc(-c2ccccc2)n[nH]c1=O,78,91,67,91,116,79,95,96
CN(O)c1nc(N(C)O)[nH]c(=O)n1,99,104,79,102,135,87,97,90
O=c1oc2c(Cl)cc(Cl)cc2cc1-c1cs/c(=N/N=C\c2ccc(Cl)cc2)n1/N=C/c1ccc(Cl)cc1,88,99,100,102,101,96,102,99
O=C(/C=C/c1ccccc1)c1ccc(NC(=O)N2CCN(c3cc4c(cc3F)c(=O)c(C(=O)O)cn4C3CC3)CC2)cc1,80,86,91,99,121,94,91,96
CCN1CCN(c2nc(-c3ccc(Nc4ncnc5cc(Cl)ccc45)cc3)cc(-c3cc(OC)c(OC)c(OC)c3)n2)CC1,65,110,85,103,112,58,88,84
C=CCOC(=O)NC(CCC(=O)OCC)C(=O)OCC (stereo not given),91,102,96,107,x,106,112,108
CC(=O)Nc1cccc(CC(=S)N2CCOCC2)c1,89,109,123,140,109,114,97,100
CC(=O)Nc1cc(Cl)ccc1O,82,96,88,98,98,104,93,86
NC(=S)N/N=C(\C=C\c1cn(-c2ccccc2)nc1-c1ccccc1)c1cc2ccccc2oc1=O,63,57,82,45,110,64,76,88
CC/C(=N\Nc1nc2ccccc2n1C)c1ccccn1,-10*,10,2.3*,-20*,34,2.4*,3.4*,14
COc1cccc(Cc2cc(-c3ccccc3)n[nH]c2=O)c1,73,89,87,93,100,85,93,99
Clc1ccccc1-c1nc(Nc2nc3ccccc3s2)nc(C(Cl)(Cl)Cl)n1,14,20,21,38,84,76,82,83
C=CCOc1nc(N)nc(N)n1,88,100,90,110,107,93,x,99
O=C(/C=C/c1coc(-c2ccc(Cl)cc2)n1)c1ccc(F)cc1,85,83,88,92,108,100,99,92
O=C1c2ccc3ccccc3c2CCC1C1([n+]2ccccc2)CCc2c(ccc3ccccc23)C1=O (stereo not given),68,83,x,89,95,89,85,80
COc1cc(/C=C/c2cc(O)c(C(C)=O)c(O)c2)cc2c1O[C@]1(C)CC[C@@H](O)C(C)(C)[C@H]1C2,30,36,45,8.7*,95,7.3*,56,83
CC(=O)c1ccc(C)nc1,97,100,97,105,105,x,114,94
CCNC(=O)OCCOC1CCC2(C)C(CCC3C2CCC2(C)C(C(C)CCCC(C)C)CCC32)C1 (stereo not given),83,103,112,x,110,104,105,99
COC(=O)[C@]12CC[C@@H](C)[C@H](C)[C@@H]1C1=CC[C@@H]3[C@@]4(C)C[C@@H](OC(C)=O)[C@H](O)[C@@](C)(CO)[C@@H]4[C@H](O)C[C@@]3(C)[C@]1(C)CC2,-74*,-84*,-86*,-92*,-97*,-77*,-84*,-78*
Cc1nc2cc(Nc3nc(NCCO)nc(Nc4ccc(F)cc4)n3)ccc2n1Cc1ccccc1,79,86,100,86,133,95,92,91
CCCCC(CC)CCC(CC(C)C)OS(=O)(=O)O (stereo not given),86,102,95,92,103,105,101,98
COc1cccc(CSC(C(=O)O)c2ccccc2)c1 (stereo not given),93,104,97,90,95,101,104,105

# Six compounds out of the list, sorted by number of heavy atoms, lowest first:
SMILES,UO-31,U251,CAKI-1,SF-295,TK-10,786-0,SF-268,SN12C
C/C=C(\Br)C(=O)O,106,112,101,104,103,101,112,102
COC(=O)CC(C)Cc1ccc(OC)c(OC)c1 (stereo not given),74,94,89,104,102,103,107,100
N#Cc1c(-c2cccs2)cc(-c2ccc(Br)s2)[nH]c1=O,80,103,90,99,120,102,101,101
N#Cc1c(-c2cccs2)cc(-c2cnccn2)nc1SCC(=O)N/N=C/c1ccc(Cl)cc1,93,100,91,99,130,94,102,104
O=C1c2ccc3ccccc3c2CCC1C1([n+]2ccccc2)CCc2c(ccc3ccccc23)C1=O (stereo not given),68,83,x,89,95,89,85,80
COC(=O)[C@]12CC[C@@H](C)[C@H](C)[C@@H]1C1=CC[C@@H]3[C@@]4(C)C[C@@H](OC(C)=O)[C@H](O)[C@@](C)(CO)[C@@H]4[C@H](O)C[C@@]3(C)[C@]1(C)CC2,-74*,-84*,-86*,-92*,-97*,-77*,-84*,-78*
